TRPC6 activator – activates the mouse TRPC6 cation channel; actives 0.13% (n = 310,000); AID 2550; HEK293-TRPC6 membrane potential dye fluorescence; stronger effect = higher value; Q61143; B-score at 10 µM;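 active = B-score of the integrated fluorescence ratio above library mean plus 3 SD, and starting fluorescence ratio within library mean plus 5 SD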;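 also: higher score means more depolarization so channel activation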
AI-2 QS modul – Vibrio harveyi AI-2 quorum sensing modulation; activity change, % at 7.5 µM; Vibrio harveyi JMH597 AI-2 luminescence/OD600 ratio, 9 h; stronger effect = lower value; strain lacks LuxN and CqsS sensors; 0 = neutral-control median; actives 0.4% (n = 300,000); AID 2094; in the data active = activity change below about -75%, passing the limit was not always enough;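 also: luminescence divided by OD600 gain over 9 h not by final OD600 alone; inactives centre near 13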
TRPC4 block – TRPC4 (mouse) channel inhibition | B-score at 10 µM | actives 0.39% (n = 300,000) | Q9QUQ5 | HEK293 TRPC4beta/mu-opioid, DAMGO-evoked Fluo4 calcium flux; stronger effect = lower value | AID 2247;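 active = B-score over 3 SD under the library average, no early fluorescence shift, positive overall ratio signal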
Target sequence (Q9QUQ5 whole entry, looked up): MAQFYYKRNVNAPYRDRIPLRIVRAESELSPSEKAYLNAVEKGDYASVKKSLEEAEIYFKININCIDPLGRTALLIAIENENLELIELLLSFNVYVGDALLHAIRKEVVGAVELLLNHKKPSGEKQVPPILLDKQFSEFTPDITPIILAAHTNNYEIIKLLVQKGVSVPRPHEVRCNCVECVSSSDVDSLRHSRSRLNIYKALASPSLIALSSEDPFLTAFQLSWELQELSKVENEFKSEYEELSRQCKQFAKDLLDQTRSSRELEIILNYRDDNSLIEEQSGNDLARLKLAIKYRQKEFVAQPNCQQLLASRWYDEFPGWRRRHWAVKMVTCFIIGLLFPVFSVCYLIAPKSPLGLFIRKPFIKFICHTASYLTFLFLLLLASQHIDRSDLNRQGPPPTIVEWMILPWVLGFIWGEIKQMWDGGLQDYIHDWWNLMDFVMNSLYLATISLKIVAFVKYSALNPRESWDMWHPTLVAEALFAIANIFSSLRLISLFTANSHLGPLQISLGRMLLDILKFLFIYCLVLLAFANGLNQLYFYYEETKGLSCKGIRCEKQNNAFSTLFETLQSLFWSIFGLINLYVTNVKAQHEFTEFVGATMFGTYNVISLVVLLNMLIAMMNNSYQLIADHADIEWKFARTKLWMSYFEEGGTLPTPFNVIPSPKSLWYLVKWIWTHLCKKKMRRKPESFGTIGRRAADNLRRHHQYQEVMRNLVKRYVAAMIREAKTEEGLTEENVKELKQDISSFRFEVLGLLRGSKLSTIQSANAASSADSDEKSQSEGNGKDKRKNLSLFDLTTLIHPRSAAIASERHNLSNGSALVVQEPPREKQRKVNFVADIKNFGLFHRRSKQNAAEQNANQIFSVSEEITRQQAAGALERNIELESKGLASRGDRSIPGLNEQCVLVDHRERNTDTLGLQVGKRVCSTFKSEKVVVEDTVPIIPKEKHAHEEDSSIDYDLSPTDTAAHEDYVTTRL
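test system = HEK293 cells with stable TRPC4beta plus mu-opioid receptor expression | detection = Fluo4 Ca2+ flux fluorescence | read-out = integrated fluorescence ratio relative to baseline, converted to per-well B score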
TRPC6 inhibitor – blocks the mouse TRPC6 cation channel. AID 2553. Q61143. actives 1.1% (n = 310,000). HEK293-TRPC6, membrane potential dye, ACh-evoked depolarization; stronger effect = lower value. B-score at 10 µM;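 active = B-score under library mean minus 3 SD, initial fluorescence not abnormally high, positive integrated signal ratio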;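 also: B-score derived from integrated fluorescence ratio over the kinetic read; more negative B-score means stronger inhibition of depolarization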
MrgX1 allo act – human MrgX1 positive allosteric modulation, primary screen | Q96LB2 | MrgX1-HEK293, Fluo-4 calcium flux, FDSS; stronger effect = higher value | actives 0.63% (n = 310,000) | B-score at 10 µM | AID 588675;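 active = plate-corrected calcium response at least 3 library SD above typical, normal starting fluorescence, not activating the receptor alone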;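 also: compound read alongside a low EC10 to EC30 dose of BAM8-22 agonist; peak minus trough fluorescence over baseline measured at the second addition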
TRPC4 PAM – TRPC4 (mouse) allosteric potentiation. Q9QUQ5. HEK293 TRPC4beta/mu-opioid, DAMGO EC20, Fluo-4 Ca2+ flux; stronger effect = higher value. B-score at 10 µM. actives 0.42% (n = 310,000). AID 2227;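 active = B-score of calcium response area above 5 SD of library B-scores, with initial fluorescence ratio within 5 SD of library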;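 also: B-score of integrated fluorescence ratio over time as area under calcium response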
HIF act – HIF pathway transcriptional activation. activation, % at 7.5 µM (by protocol). actives 0.32% (n = 300,000). U2OS HRE-luciferase reporter, luminescence; normalized: DMSO 0%, desferrioxamine 100%;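 active = mean activation of at least 10% of the iron chelator positive control signal, with at least half of replicates also reaching 10%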
TRPC4 agonist – activators of mouse TRPC4 channel. Q9QUQ5. B-score at 10 µM. HEK293 TRPC4beta/mu-opioid, Fluo4 calcium fluorescence; stronger effect = higher value. actives 0.49% (n = 310,000). AID 2237;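 active = B-score above 5 SD of library B-scores, and initial fluorescence ratio not above library mean plus 5 SD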;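 also: positive B-score marks a calcium rise read as TRPC4 activation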
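System: HEK293 cells stably co-expressing mouse TRPC4beta and mu-opioid receptor; Schedule: Fluo4 dye loading 45 min at room temperature, 110 s recording; Detection: Fluo4 fluorescence, kinetic; Evaluation: B-scored integrated calcium fluorescence ratio; Controls: buffer (low) and maximal DAMGO (high).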
PolyA inh – yeast polyadenylation inhibition. S. cerevisiae SKY197-pL101 polyadenylation reporter, beta-gal luminescence; efflux-impaired pdr1/pdr3 knockout yeast; score 100 = 6 SD above DMSO. calls only at 12 µM. actives 0.02% (n = 300,000);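 active = lowest replicate activity score at least 50, where 100 means six control SD above control mean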;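 also: yeast exposed to compound for 9 h at 30 °C; higher score means more reporter readthrough which indicates perturbed polyadenylation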
MrgX1 antag – antagonists of human MrgX1 receptor | Q96LB2 | actives 1.3% (n = 310,000) | B-score at 10 µM | AID 588676 | MRGX1-HEK293 calcium flux, Fluo-4, BAM8-22 antagonism; stronger effect = lower value;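 active = calcium-response B-score plate-corrected more than 3 library SD below zero, starting fluorescence within 5 deviations, no agonist response on first addition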;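 also: peak minus trough fluorescence over baseline after final BAM8-22 challenge near maximal dose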
MrgX1 agonist – activates human MrgX1 receptor signaling. MrgX1-HEK293 cells, Fluo-4 calcium fluorescence, agonist mode; stronger effect = higher value. B-score at 10 µM. actives 0.44% (n = 310,000). AID 588627;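 active = calcium response B-score plate-corrected fluorescence ratio at least 3 library SD, with starting fluorescence B-score inside 5 SD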
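System – MrgX1-expressing HEK293 cells · Incubation – cells plated overnight, dye loaded 0.5 h 37 °C, 0.5 h room temperature · Technique – kinetic Fluo-4 NW fluorescence of intracellular calcium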
Starred values were filed as active, the others as inactive; i = inactive; nt = no result given. A portion of the library; rates above refer to the full screens.

molecule,TRPC6 activator,AI-2 QS modul,TRPC4 block,TRPC6 inhibitor,MrgX1 allo act,TRPC4 PAM,HIF act,TRPC4 agonist,PolyA inh,MrgX1 antag,MrgX1 agonist
Cc1c(CN2CCC(C(=O)Nc3cccc(-c4cccc(Cl)c4)c3)CC2)cnn1C,i,8,i,i,i,i,0.4,i,i,i,i
CC(=O)Nc1nc2cc3c(cc2s1)OCO3,i,10,i,i,i,i,3.2,i,i,i,i
O=C1NC(c2ccccc2)=C(c2ccc3ccccc3n2)C(c2ccncc2)N1 (stereo not drawn),i,21,i,i,i,i,-0.4,i,i,i,i
COc1ccc(CCNC(=S)Nc2cccc(C)c2)cc1,nt,6,nt,nt,i,nt,0.0,nt,i,i,i
CCOC(=O)c1ccc(S(=O)(=O)N(CCO)Cc2cc3cc(OC)c(OC)cc3[nH]c2=O)cc1,i,11,i,i,i,i,-0.5,i,i,i,i
Cc1nc(-c2ccccc2)nc(-c2ccccc2)n1,i,22,i,i,i,i,-0.2,i,i,i,i
NC(=O)NC(c1ccccc1)c1cccc2ccccc12 (stereo not drawn),i,10,i,i,i,i,nt,i,i,i,i
Cc1cc(C(=O)NCC(=O)OC(C(=O)Nc2cc(C(F)(F)F)ccc2Cl)c2ccccc2)ccc1[N+](=O)[O-] (stereo not drawn),i,36,i,i,i,i,1.4,i,i,i,i
Cc1cc(C(F)(F)F)n(-c2nc(C(=O)NNS(=O)(=O)c3ccccc3[N+](=O)[O-])cs2)n1,i,18,i,i,i,i,-0.2,i,i,i,i
COc1ccccc1NC(=S)N1CCC(c2nc3cc(C)c(C)cc3[nH]2)CC1,i,6,i,i,i,i,0.2,i,i,i,i
Cc1ccc2ncnc(Nc3cccc([N+](=O)[O-])c3)c2c1,i,34,i,i,i,i,0.6,i,i,i,i
CN(C(=O)CSc1nnc(-c2cccnc2)n1-c1ccccc1F)C1CCS(=O)(=O)C1 (stereo not drawn),i,-1,i,i,i,i,-0.1,i,i,i,i
CCn1c(-c2cc(OC)ccc2OC)csc1=Nc1c(C)n(C)n(-c2ccccc2)c1=O,i,8,i,i,i,i,0.0,i,i,i,i
CCOC(=O)CCNC(C)C1COc2ccccc2O1 (stereo not drawn),i,17,i,i,i,i,-0.2,i,i,i,i
CO/N=C\C(=N\Nc1ccc(OC)cc1)C(=O)c1ccccc1,i,17,i,i,i,i,0.1,i,i,i,i
CCCCCC(=O)NNC1CC(=O)N(c2ccccc2)C1=O (stereo not drawn),i,7,i,i,i,i,0.1,i,i,i,i
Cc1cc2ccccn2c1C(=O)c1cc([N+](=O)[O-])cc([N+](=O)[O-])c1,i,15,i,i,i,12*,0.0,i,i,i,i
O=C(NCCCCCCNC(=O)OCCO)OCCO,i,2,i,i,i,i,-0.3,i,i,i,i
CCOC(=O)C(NC(=O)CCC(=O)Nc1ccc(S(N)(=O)=O)cc1)C(O)c1ccccc1 (stereo not drawn),i,22,i,i,nt,i,0.1,i,i,nt,nt
CCn1c(SCC(=O)N2CCC(C)CC2)nc2c(c1=O)SC(C)C2 (stereo not drawn),i,7,i,i,i,i,-0.2,i,i,i,i
c1ccc(CSc2ccc(-c3cccs3)nn2)nc1,i,-26,i,i,i,i,4.2,i,i,i,i
Cc1ccc(-n2nc(C)c(/C=N/n3c(C)n[nH]c3=S)c2Cl)cc1,i,15,i,i,i,i,-25,i,i,i,i
CCN1CCN(C(=O)c2nn(-c3ccccc3)c(=O)c3ccccc23)CC1,i,6,i,i,i,i,-0.2,i,i,i,i
COC(=O)c1cc(NC(C)=O)ccc1N1CCOCC1,i,8,i,i,i,i,-0.2,i,i,i,i
CC(NS(=O)(=O)c1ccccc1)C(c1cccs1)N1CCN(c2ccccc2)CC1 (stereo not drawn),i,3,nt,i,i,i,0.1,i,i,i,i
O=c1c(C(c2ccc(Cl)cc2)c2c(O)nc3n(c2=O)CCCS3)c(O)nc2n1CCCS2,i,-12,i,i,i,i,0.7,i,i,i,i
O=C(COC(=O)CCC1CCCC1)NCc1ccc(Cl)cc1,i,17,i,i,i,i,-0.3,i,i,i,i
CCN1CCN(C(=O)c2ccc3c(c2)N(Cc2ccccc2)C(=O)c2ccccc2S3=O)CC1 (stereo not drawn),i,10,i,i,i,i,-0.1,i,nt,i,i
Cc1ccc(C2=NN(CCC(=O)NCc3ccc4c(c3)OCO4)C(=O)CC2)cc1,i,-2,i,i,i,i,-0.2,i,i,i,i
CCOC(=O)CNc1nc(C(C)(C)C)nc2c1nnn2Cc1ccccc1Cl,i,16,i,i,i,i,-0.3,i,i,i,i
CNC1(c2nnnn2-c2c(C)cccc2C)CCOC(C)(C)C1 (stereo not drawn),i,3,i,i,i,i,-0.2,i,i,i,i
O=C(NCc1ccco1)/C(=C/c1ccccc1F)NC(=O)c1ccccc1,i,3,i,i,i,i,0.4,i,nt,i,i
Cc1c(NC(=O)COC(=O)c2ncc(Cl)c(Cl)c2Cl)c(=O)n(-c2ccccc2)n1C,i,16,i,i,i,i,-0.1,i,i,i,i
CSc1nsc(N/N=C/c2ccccc2)c1C#N,i,13,i,i,i,i,3.6,i,i,i,i
O=C(CCC(=O)c1ccc(F)cc1)NC1CCCN(Cc2ccccc2F)C1 (stereo not drawn),i,12,i,i,i,i,-2.6,i,i,i,i
Cc1ccccc1NC(=O)CSc1nc2n(n1)CCCCC2,i,1,i,i,i,i,0.0,i,i,i,i
O=C(NCC(=O)N1CCN(Cc2ccccc2)CC1)c1ccc(Br)o1,i,6,i,i,i,i,0.5,i,i,i,i
COc1ccc(N2C(=O)CC(NCc3ccc(F)cc3)C2=O)cc1 (stereo not drawn),i,19,i,i,i,i,-1.5,i,i,i,i
CCN(CC)c1ccc(/C=N/Nc2nc3ccccc3[nH]2)c(O)c1,i,42,i,-5.9*,i,i,83*,i,i,i,i
COc1cc(C)c(Br)cc1S(=O)(=O)N1CCCC1,i,2,i,i,i,i,0.2,i,i,i,i
CCCCc1ccc(-c2nc(-c3ccncc3)no2)cc1,i,-3,i,i,i,i,-0.4,i,i,i,i
O=C(NCCCN1CCCC1=O)c1nnc(Cc2c(F)cccc2Cl)o1,i,20,i,i,i,i,0.3,i,i,i,i
CCn1nnc(-c2ccccc2NC(=O)c2cc(OC)cc(OC)c2)n1,i,22,i,i,i,i,-0.3,i,i,i,i
O=C(NC1=NCCS1)C1CCCCC1,i,2,i,i,i,i,-0.2,i,i,i,i
CC(C)(C)C(=O)Cn1c(=O)n(-c2ccc(F)cc2F)c(=O)c2sccc21,i,16,i,i,i,i,0.4,i,i,i,i
CC(C)NC(=O)CCS(=O)(=O)c1cccc2nonc12,i,16,i,i,i,i,-0.2,i,nt,i,i
CN(CC1COc2ccccc2O1)C(=S)Nc1ccccc1F (stereo not drawn),i,13,i,i,i,i,3.5,i,i,i,i
CC(C)(C)OC(=O)N/N=C/c1ccc(Br)cc1,i,11,i,i,i,i,2.4,i,i,i,i
COc1cccc(CN2CCN(C(=O)c3cccc4ccccc34)CC2)c1,12*,16,i,i,i,i,-2.3,i,i,i,i
O=C(Nc1ccc(F)cc1)Nn1cnnc1,i,19,i,i,i,i,0.5,i,i,i,i

(listing goes on)
molecule,TRPC6 activator,AI-2 QS modul,TRPC4 block,TRPC6 inhibitor,MrgX1 allo act,TRPC4 PAM,HIF act,TRPC4 agonist,PolyA inh,MrgX1 antag,MrgX1 agonist
O=C(c1cccc(-n2cccc2)c1)N1CCN(S(=O)(=O)c2ccccc2)CC1,i,4,i,-7*,i,i,-0.2,i,i,i,i
Cc1ccc(S(=O)(=O)Nc2ccc(C(=O)N3CCOCC3)cc2)cc1,i,-7,i,i,i,i,-0.2,i,i,i,i
CCCn1nnc(NC(=O)c2ccccc2Cl)n1,i,25,i,i,i,i,1.7,i,i,i,i
COCCCNC(=O)CSc1nc2ccccc2c(=O)n1CCc1ccc(S(N)(=O)=O)cc1,i,19,i,i,i,i,-0.1,i,i,i,i
O=C(/C=C/c1ccccc1)OCc1cncs1,i,-64,nt,i,i,i,2.3,i,i,i,i
COc1cc2c(cc1OC)C1=CC(=O)C(=O)N1C(C)(C)C2,i,17,i,i,i,i,0.0,i,i,i,i
Cc1cccc(-n2cccc2)c1C#N,i,13,i,i,i,i,-0.1,i,i,i,i
O=[N+]([O-])c1ccccc1/C=C/C=N/n1c(-c2cc(-c3ccccc3)n[nH]2)n[nH]c1=S,i,28,i,i,i,i,0.2,i,i,i,i
O=C1C=C(NCc2ccccc2)CCC1,i,21,i,i,i,i,-0.2,i,i,i,i
Cn1c(SCC(=O)Nc2cc(S(=O)(=O)N3CCOCC3)ccc2N2CCOCC2)nnc1-c1ccncc1,i,22,i,i,i,i,-0.4,i,i,i,i
CC1(C)CC(=O)C(C=NCCO)=C(O)C1,i,18,i,i,i,i,-0.1,i,i,i,i
CC1(C)C2CCC1(C)C(NC(=O)/C=C/c1ccccc1)C2 (stereo not drawn),i,13,i,i,i,i,-0.1,i,i,i,i
Cc1ccc(-n2cc(-c3ccccc3)c3c(N4CCN(C)CC4)ncnc32)cc1,i,-3,i,i,i,i,-0.1,i,i,i,i
O=C(NCCc1ccccc1Cl)c1ccc2nc3ccccc3c(=O)n2c1,i,14,i,i,i,i,1.2,i,i,i,i
CSCCC1NC2(C(=O)Nc3c2ccc(Cl)c3C)[C@@H]2C(=O)N(C3CCCC3)C(=O)[C@H]12 (stereo partly drawn),i,16,i,i,i,i,-0.7,i,nt,i,i
O=S1(=O)N=C(Nc2ccc(N3CCOCC3)cc2)c2ccccc21,i,18,i,i,i,i,-0.2,i,nt,i,i
CCOc1cc(/C=C2\N=C(C)OC2=O)cc(Cl)c1OCC(=O)OC,i,11,i,i,i,i,-0.6,i,i,i,i

High-throughput results from PubChem BioAssay.
